Screens (PubChem)
HGIII-sPLA2 inh – human group III sPLA2 inhibitors, primary screen, biochemical, QFRET, BODIPY PC-A2 liposome substrate | Group 3 secretory phospholipase A2 (Homo sapiens), Q9NZ20 | inhibition, % at 12.2 µM | AID 743126, 2013 | QFRET BODIPY PC-A2 liposome hydrolysis, fluorescence | actives 0.56% (n = 370,000);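 active = inhibition above mean plus 3 SD of compounds lying within the high and low control bounds, cut at about 19% in these data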;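 note: 0% = median of test compound wells and 100% = no enzyme DMSO wells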
GC-A act – GC-A stimulated cGMP production enhancers – HEK293 GC-A cells, cGMP TR-FRET, EC30 ANP, primary screen; AID 1671463, 2021; activation, % at 10 µM; actives 0.14% (n = 370,000); 0% at EC30 ANP, 100% saturating ANP; in the data active = activation above about 40%
GC-B act – human GC-B receptor activators, primary screen, HEK293 GC-B cells, cGMP TR-FRET, EC30 CNP. actives 0.11% (n = 370,000). AID 1920062, 2024. 0% at EC30 CNP, 100% saturating CNP. activation, % at 10 µM. Atrial natriuretic peptide receptor 2 (Homo sapiens), P20594;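 active = activation at 10 µM reaching about 35% in either raw or pattern-adjusted values, limit read from the data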
Target sequence (P20594 whole entry, looked up): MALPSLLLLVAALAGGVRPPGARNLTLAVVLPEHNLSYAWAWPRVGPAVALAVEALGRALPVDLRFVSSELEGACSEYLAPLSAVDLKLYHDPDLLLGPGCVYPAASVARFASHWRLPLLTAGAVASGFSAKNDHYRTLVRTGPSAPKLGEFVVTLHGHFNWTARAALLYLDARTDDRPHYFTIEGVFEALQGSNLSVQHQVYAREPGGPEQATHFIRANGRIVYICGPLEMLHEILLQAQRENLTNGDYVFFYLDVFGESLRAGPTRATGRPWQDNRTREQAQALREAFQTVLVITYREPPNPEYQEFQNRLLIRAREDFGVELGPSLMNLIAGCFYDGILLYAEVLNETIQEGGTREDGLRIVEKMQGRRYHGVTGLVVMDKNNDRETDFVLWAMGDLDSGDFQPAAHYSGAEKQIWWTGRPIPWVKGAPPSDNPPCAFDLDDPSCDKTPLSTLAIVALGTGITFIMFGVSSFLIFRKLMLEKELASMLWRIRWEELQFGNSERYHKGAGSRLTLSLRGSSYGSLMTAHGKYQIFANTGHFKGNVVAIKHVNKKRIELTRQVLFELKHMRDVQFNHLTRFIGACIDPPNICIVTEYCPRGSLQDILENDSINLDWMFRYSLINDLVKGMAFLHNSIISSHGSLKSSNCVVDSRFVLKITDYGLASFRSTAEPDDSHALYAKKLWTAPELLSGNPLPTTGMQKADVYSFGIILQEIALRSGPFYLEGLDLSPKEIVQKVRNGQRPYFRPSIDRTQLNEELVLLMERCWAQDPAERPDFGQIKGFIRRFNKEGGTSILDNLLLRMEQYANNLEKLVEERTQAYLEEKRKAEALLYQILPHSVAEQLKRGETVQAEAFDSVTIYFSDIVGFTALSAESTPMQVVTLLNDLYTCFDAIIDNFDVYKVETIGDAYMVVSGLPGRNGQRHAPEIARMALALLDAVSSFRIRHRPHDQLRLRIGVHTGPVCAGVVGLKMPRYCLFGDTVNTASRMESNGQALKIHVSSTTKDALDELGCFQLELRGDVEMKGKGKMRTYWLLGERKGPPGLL
Tn6 DDE FP – inhibitors of Tn6 peptide binding to fibrin DD(E), primary screen, biochemical, fluorescence polarization, human fibrin, Tn6 probe; Fibrinogen beta chain (Homo sapiens), P02675; inhibition, % at 8.3 µM; Fibrin DD(E) TRITC-Tn6 fluorescence polarization displacement; actives 0.21% (n = 370,000);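 active = inhibition above a per-campaign cutoff: mean of compounds within control limits plus 3 SD, cut at about 15% in these data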;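 note: 0% = median of all compound wells on the plate and 100% = blocking peptide control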
ADAM10 inh – human ADAM10 inhibitors, primary screen, biochemical, QFRET, HTS; Disintegrin and metalloproteinase domain-containing protein 10 (Homo sapiens), O14672; recombinant ADAM10, EDANS/DABCYL FRET peptide cleavage, 3 h; inhibition, % at 7 µM; actives 0.62% (n = 370,000);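 active = inhibition above a per-campaign cutoff equal to the mean of compounds falling between control-based bounds plus 3 SD, cut at about 20% in these data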;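 note: 0% = DMSO wells while the 100% control is not disclosed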
ASAP1 inh – inhibitors of human ASAP1 ArfGAP activity, primary screen, biochemical, fluorescence polarization; inhibition, % at 16.5 µM; ASAP1-stimulated ARF1 GTP hydrolysis, GDP FP detection; Arf-GAP with SH3 domain, ANK repeat and PH domain-containing protein 1 (Homo sapiens), …; actives 0.19% (n = 360,000); in the data active = inhibition above about 25%;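 note: 0% = vehicle with enzyme and substrate and 100% = no enzyme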
FXN GAA850 act – FXN promoter activators, primary screen, cell-based, luciferase luminescence, HEK293 lucGAA850; HEK293 lucGAA850 FXN promoter luciferase reporter, 24 h; percent of 10 µM SAHA response; activation, % at 6 µM; actives 0.56% (n = 360,000); AID 540364, 2011;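 active = activation above the average of all compounds screened plus 3 SD, cutoff fixed separately per campaign, cut at about 7.5% in these data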;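 note: 0% = DMSO wells and 100% = 10 µM SAHA wells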
KLK7 zymogen act – proKLK7 zymogen activators, primary screen, biochemical, fluorescence intensity | AID 652039, 2013 | activation, % at 7 µM | Kallikrein-7 (Homo sapiens), P49862 | purified proKLK7, EDANS-DABCYL substrate fluorescence; 100% is mature enzyme control, 0% vehicle | actives 0.9% (n = 370,000);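 active = activation above the mean of all tested compounds plus 3 SD, computed per campaign excluding outliers beyond control limits, cut at about 13% in these data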
rCAG RNA binder – binders of r(CAG) RNA repeats, primary screen, biochemical, fluorescence; r(CAG) RNA repeat, TO-PRO-1 dye displacement fluorescence; inhibition, % at 3 µM; actives 1.3% (n = 370,000);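 active = inhibition above the plate cutoff, the mean of all test compounds on that plate plus 3 SD, cut at about 35% in these data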;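 note: 0% = DMSO alone and 100% = 100 µM mitoxantrone as full dye displacement; higher means more dye released from RNA so lower well fluorescence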
ARFGAP1 inhibitor – inhibitors of rat ARFGAP1 GAP activity, primary screen, biochemical, fluorescence polarization, GDP tracer; inhibition, % at 16.5 µM; actives 0.26% (n = 360,000); Arfgap1-stimulated ARF1 GTP hydrolysis, GDP FP detection; AID 651572, 2012; ADP-ribosylation factor GTPase-activating protein 1 (Rattus norvegicus), Q62848;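 active = inhibition above a per-plate limit, mean inhibition of low control wells plus 3 SD, cut at about 25% in these data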;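 note: 0% = DMSO wells with enzyme and 100% = wells lacking Arfgap1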
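Assay system: Rat Arfgap1 GAP domain (His6, aa 1-136), purified enzyme | Buffer or medium: HEPES 25 mM pH 7.5, NaCl 150 mM, MgCl2, DTT | Schedule: GTP hydrolysis reaction 2 h at 25 °C | Signal: FP of antibody-bound GDP Alexa 633 tracer, ex 620/em 688 nm | Measure: Percent inhibition of Arfgap1-stimulated GTP hydrolysis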
Active calls of the source: *; / = no result given. Rows are unselected, and some 4.5% of all compounds hit somewhere here.

SMILES	HGIII-sPLA2 inh	GC-A act	GC-B act	Tn6 DDE FP	ADAM10 inh	ASAP1 inh	FXN GAA850 act	KLK7 zymogen act	rCAG RNA binder	ARFGAP1 inhibitor
COc1ccc(NC(=O)c2cc(-c3cc(Cl)ccc3C)n[nH]2)cc1OC	-20	-1	2	-10	19	16	3.4	0.6	6	15
N#CCCCc1cc2cc(F)ccc2cn1	1	4	-2	-9	7	3	0.8	-0.3	2	7
CCN(CC)CCNC(=O)c1ccc(NC(=O)Cc2ccsc2)cc1	-2	4	-1	4	-2	3	-1.2	0.0	-1	12
O=C(NCc1ccccc1Cl)C1CCCO1 (stereo not drawn)	8	8	0	-3	-8	3	2.0	0.4	0	13
C=CCn1c(CNC(=O)c2ccco2)nnc1SCC(=O)Nc1cccc(F)c1	5	-1	4	-3	5	3	0.4	0.3	-3	8
O=C(c1cccc(NS(=O)(=O)c2ccc(F)c(F)c2)c1)N1CCN(Cc2ccccc2)CC1	-27	2	4	-4	10	4	0.5	0.4	9	10
CC(NC(=O)C(=O)N1CCCCC1)C(c1cccs1)N1CCN(c2ccc(F)cc2)CC1 (stereo not drawn)	-3	-3	1	-3	0	-11	1.4	0.4	-4	-3
CCOC(=O)C(C(=O)OCC)C1CS(=O)(=O)CC1C(C(=O)OCC)C(=O)OCC (stereo not drawn)	9	-2	0	5	13	12	0.1	-0.5	-3	5
c1csc(C(c2nnnn2C2CCCC2)N2CCOCC2)c1 (stereo not drawn)	6	2	3	4	-9	-3	-0.8	0.0	0	0
CC(Oc1ccccc1F)C(=O)NN (stereo not drawn)	2	1	-1	2	5	0	1.9	0.1	-2	10
CC(C)c1nnc(NC(=O)CCC(=O)N2CCN(C3c4ccccc4-c4ccccc43)CC2)s1	10	-1	5	-7	-1	-15	1.8	-0.1	3	12
CCCSc1cc(=O)n(-c2ccccc2)nc1C(=O)O	-6	3	0	8	-3	-13	0.5	-0.1	0	-2
NC(=O)c1cc(-c2ccccc2)nc(Oc2ccccc2)n1	2	-15	-11	-4	5	2	4.3	-0.8	-1	-17
CCOC(=S)SCC(=O)N1CCc2cc(OC)c(OC)cc2C1C1C(=O)CC(C)(C)CC1=O (stereo not drawn)	5	2	0	-3	-106	12	1.2	26*	-1	5
CCOC(=O)/C=C/c1ccc(C(F)(F)F)cc1S(=O)(=O)NC(C)(C)C	-5	2	6	4	1	-14	0.0	0.1	-1	-12
O=C(Cn1cnc2c(oc3ccccc32)c1=O)NCc1ccccc1	4	-9	0	1	-13	2	0.0	-0.6	2	3
Cc1ccc2nc3c(cc2c1)c(NC(=O)C(C)(C)C)nn3CC(C)C	4	0	-2	-7	-53	3	2.3	-4.4	-5	-5
CCO[C@@H]1OC(C(=O)N2CCN(Cc3ccc4c(c3)OCO4)CC2)=C[C@H](c2ccc3c(c2)OCO3)[C@H]1CCCO	-8	1	-3	9	8	-13	/	1.1	-10	2
CCn1c(SCC(=O)Nc2cc(C)on2)nc2c(c1=O)SCC2	10	2	4	2	-3	-3	0.6	-0.7	-5	6
N/C(=N\OC(=O)Cc1ccc(-c2ccccc2)cc1)c1cccc([N+](=O)[O-])c1	-5	10	-4	5	7	10	0.9	0.0	4	4
O=C(Cn1nc(Cc2ccncc2)c2ccccc2c1=O)Nc1cccnc1Cl	5	4	-1	1	6	9	1.8	0.3	1	7
CCOC(=O)C1Sc2ccccc2NC1=O (stereo not drawn)	-7	2	6	-8	3	1	-1.1	0.1	-1	-1
COc1ccc(-c2csc(NC(=O)C3CSC4(C)CCC(=O)N34)n2)c(OC)c1 (stereo not drawn)	-1	2	-2	-10	-1	2	1.4	0.8	5	-6
Cn1c(SCC(=O)NCc2ccc(F)cc2)nc2c([nH]c3ccccc32)c1=O	11	1	-2	-1	-10	10	/	0.6	4	7
CC(c1ccon1)N(C)Cc1cn[nH]c1-c1ccc(F)cc1F (stereo not drawn)	-2	1	-5	-2	-8	2	1.7	0.2	-4	-5
COc1ccc(NC(=O)C2C3CCC(C3)C2C(=O)O)cc1OC (stereo not drawn)	0	0	-1	1	-9	-3	-0.4	0.0	-6	4
O=C(CCCCO)CCCCCCCC[C@H]1N[C@H](CO)[C@H](O)[C@@H]1O[C@@H]1O[C@H](CO)[C@@H](O)[C@H](O)[C@H]1O	8	-1	2	-5	6	5	-0.2	-0.2	-3	-2
CC1C(=O)c2ccccc2CC1C(=O)O (stereo not drawn)	-3	-3	2	6	-9	-13	0.9	0.2	1	-8
CCN(C(=O)CSc1nnc(-c2ccncc2)n1-c1ccccc1)C1CCS(=O)(=O)C1 (stereo not drawn)	2	0	4	-17	-7	-17	1.0	0.1	-2	8
CS(=O)(=O)Nc1cccc(NC(=O)C2Cc3c(-c4cccc(F)c4)ccnc3O2)c1 (stereo not drawn)	-7	-4	2	6	0	2	-6.8	-0.4	5	-3
COc1cc(OC)c(NC(=O)c2csc(C)c2)cc1Cl	8	3	4	-5	-4	15	1.3	0.7	-3	9
CCOc1ccccc1OCCC(=O)N1CCN(S(=O)(=O)c2ccccc2[N+](=O)[O-])CC1	-11	-1	1	-5	1	-6	-1.2	0.4	1	-4
CC(C)CNS(=O)(=O)/C=C/c1ccc(F)cc1CNC(=O)OC(C)(C)C	-2	1	-5	2	2	/	/	0.3	-2	/
O=C(NCC1CCCO1)c1cc(-c2ccncc2)nc2ccc(S(=O)(=O)N3CCOCC3)cc12 (stereo not drawn)	8	-7	3	2	-1	13	1.0	-0.1	2	-3
O=C(O)C1C2C=CC(O2)C1C(=O)NCc1ccc(Cl)cc1 (stereo not drawn)	4	0	0	-10	8	-3	1.5	0.6	3	3
O=C1CS/C(=N/N=C2CCCC2)N1	-5	2	-1	-5	4	-6	3.7	-0.1	2	9
O=C(OCC(=O)N(C1CCCCC1)C1CCCCC1)c1ccco1	12	-4	3	-3	0	-8	0.4	0.4	0	4
COc1ccc(CN2C(=O)CS/C2=N/N=C/c2cccs2)cc1	16	9	10	1	-270	0	0.6	0.0	-5	-5
CCC(=O)Nc1nc2ccc(NC(=O)c3cc(OC)c(OC)c(OC)c3)cc2s1	-12	3	5	-5	4	12	2.2	-0.1	10	16
CCOc1ccccc1NC(=O)CCCn1cc([N+](=O)[O-])cn1	7	0	3	0	7	10	-0.8	-0.1	4	-1

Ordered by number of heavy atoms (falling): ten of the compounds above
SMILES	HGIII-sPLA2 inh	GC-A act	GC-B act	Tn6 DDE FP	ADAM10 inh	ASAP1 inh	FXN GAA850 act	KLK7 zymogen act	rCAG RNA binder	ARFGAP1 inhibitor
CCN(C(=O)CSc1nnc(-c2ccncc2)n1-c1ccccc1)C1CCS(=O)(=O)C1 (stereo not drawn)	2	0	4	-17	-7	-17	1.0	0.1	-2	8
CS(=O)(=O)Nc1cccc(NC(=O)C2Cc3c(-c4cccc(F)c4)ccnc3O2)c1 (stereo not drawn)	-7	-4	2	6	0	2	-6.8	-0.4	5	-3
CCC(=O)Nc1nc2ccc(NC(=O)c3cc(OC)c(OC)c(OC)c3)cc2s1	-12	3	5	-5	4	12	2.2	-0.1	10	16
CC(C)CNS(=O)(=O)/C=C/c1ccc(F)cc1CNC(=O)OC(C)(C)C	-2	1	-5	2	2	/	/	0.3	-2	/
O=C(OCC(=O)N(C1CCCCC1)C1CCCCC1)c1ccco1	12	-4	3	-3	0	-8	0.4	0.4	0	4
CCOc1ccccc1NC(=O)CCCn1cc([N+](=O)[O-])cn1	7	0	3	0	7	10	-0.8	-0.1	4	-1
O=C(O)C1C2C=CC(O2)C1C(=O)NCc1ccc(Cl)cc1 (stereo not drawn)	4	0	0	-10	8	-3	1.5	0.6	3	3
COc1cc(OC)c(NC(=O)c2csc(C)c2)cc1Cl	8	3	4	-5	-4	15	1.3	0.7	-3	9
CC1C(=O)c2ccccc2CC1C(=O)O (stereo not drawn)	-3	-3	2	6	-9	-13	0.9	0.2	1	-8
O=C1CS/C(=N/N=C2CCCC2)N1	-5	2	-1	-5	4	-6	3.7	-0.1	2	9
